Compound activity as filed in PubChem.
Artemis inh: inhibitors of human Artemis endonuclease activity; recombinant Artemis, quenched FAM hairpin cleavage fluorescence; inhibition, % at 10 µM; 30,000 compounds, 0.78% hits;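 active means at 10 µM dose, at least 30% inhibition, measured as corrected fluorescence normalized to stimulator and neutral control wells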
Target sequence (Q96SD1 whole entry, looked up): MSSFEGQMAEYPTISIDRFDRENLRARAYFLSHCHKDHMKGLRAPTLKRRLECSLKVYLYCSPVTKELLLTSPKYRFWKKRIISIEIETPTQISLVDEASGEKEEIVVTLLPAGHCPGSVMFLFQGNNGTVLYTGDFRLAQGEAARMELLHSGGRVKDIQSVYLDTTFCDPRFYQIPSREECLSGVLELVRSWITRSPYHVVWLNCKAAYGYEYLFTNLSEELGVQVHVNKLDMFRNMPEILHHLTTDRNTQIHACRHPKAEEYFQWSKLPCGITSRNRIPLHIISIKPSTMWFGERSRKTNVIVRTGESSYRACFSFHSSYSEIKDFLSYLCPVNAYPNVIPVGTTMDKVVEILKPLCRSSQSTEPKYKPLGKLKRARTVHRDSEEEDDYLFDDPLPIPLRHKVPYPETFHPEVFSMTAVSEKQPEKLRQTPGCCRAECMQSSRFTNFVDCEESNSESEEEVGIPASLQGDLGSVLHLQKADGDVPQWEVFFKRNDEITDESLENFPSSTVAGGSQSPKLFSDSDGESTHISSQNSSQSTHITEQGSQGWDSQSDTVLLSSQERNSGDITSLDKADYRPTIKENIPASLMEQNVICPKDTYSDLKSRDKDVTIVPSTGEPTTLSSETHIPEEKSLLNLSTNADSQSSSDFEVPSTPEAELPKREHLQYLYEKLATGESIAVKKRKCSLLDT
Active calls of the source: *.

CSc1cc(C)n(-c2ccccc2)c(=S)c1C(C)=O
  Artemis inh: -2

Cc1ccccc1C(=O)NN(C)c1nc2ccccc2nc1C(F)(F)F
  Artemis inh: 0

CCCCNC(=S)Nc1ccccc1F
  Artemis inh: -2

CN(C)CCCNc1oc(-c2ccc(Cl)cc2)nc1C#N
  Artemis inh: 1

N#Cc1c(-c2ccccc2)ccn(Cc2cccc(Cl)c2)c1=O
  Artemis inh: 2

COCC(C)NCc1ccccc1C (configuration not stated)
  Artemis inh: -12

CN1CCN(C(=O)c2ccc(N(Cc3ccccc3Cl)S(C)(=O)=O)cc2)CC1
  Artemis inh: -3

CCC(CCC(=O)Nc1cccc(C(=O)O)c1)C(=O)O (configuration not stated)
  Artemis inh: -6

COc1cc(C(=O)Sc2ccc(Cl)cc2)cc(OC)c1OC
  Artemis inh: -3

O=C(NC1CCCCC1)C(c1ccccc1)N(Cc1ccc2c(c1)OCO2)C(=O)c1cnsn1 (configuration not stated)
  Artemis inh: 1

CCCCC(c1nnnn1C1CCCC1)N1CCN(C2CCCCC2)CC1 (configuration not stated)
  Artemis inh: -3

Cc1ccc(OCC(=O)NC2CCCC2)c(C)c1
  Artemis inh: 3

CCOC(=O)c1nnc(-c2ccc(C)cc2)nc1Oc1ccc(Cl)cc1Cl
  Artemis inh: 16

CCOC(=O)NCCc1ccc(OC)cc1
  Artemis inh: -8

Cc1cc(C)cc(N(CC(=O)N2CCC(C)CC2)S(C)(=O)=O)c1
  Artemis inh: 0

c1ccc(-c2csc(N3CCc4ccccc4C3)n2)cc1
  Artemis inh: -1

Cc1nn(CC(O)CN2c3ccccc3Sc3ccccc32)c(C)c1Br (configuration not stated)
  Artemis inh: 4

O=C(Oc1ccccc1C(=S)N1CCCCC1)c1cc([N+](=O)[O-])cc([N+](=O)[O-])c1
  Artemis inh: -2

CC(C)NC(=O)N1CCOCCOCCN(C(=O)NC(C)C)CCOCCOCC1
  Artemis inh: -8

CCOP(=O)(c1c(F)c(F)c(F)c(F)c1F)C1(O)CCCCC1 (configuration not stated)
  Artemis inh: 15

COC(=O)CN(c1nc(C)cc(OC)n1)S(=O)(=O)c1ccccc1
  Artemis inh: -8

OCc1nnn(-c2cccc(C(F)(F)F)c2)c1CO
  Artemis inh: -2

CCCN1C(=O)N(C)C(N(O)C(=O)NC)C1(C)C (configuration not stated)
  Artemis inh: -3

O=C(CSc1nc2ccccc2o1)c1ccccc1
  Artemis inh: 4

Cc1cccc(N2C(=O)N(c3ccccc3C)C3CS(=O)(=O)CC32)c1 (configuration not stated)
  Artemis inh: 0

Cc1ccccc1NC(=O)CC1SC(=O)N(c2ccccc2)C1=O (configuration not stated)
  Artemis inh: 5

CC(=O)c1c(C)nc(-c2ccc(Cl)cc2)nc1N=CN(C)C
  Artemis inh: 10

CC1(C)CC2(CCCN3C(=O)CSC32)CCS1 (configuration not stated)
  Artemis inh: -4

Cc1ccc(CSc2sc(C(=O)c3ccccc3)c(N)c2C#N)cc1
  Artemis inh: 5

COc1ccc(-c2nnc(SCC(=O)c3cccs3)o2)cc1
  Artemis inh: -9

COc1ccc(OC)c(Nc2ncnc3ccccc23)c1
  Artemis inh: 8

CCN1CCN(S(=O)(=O)c2ccc(Cl)c(C(=O)Nc3nnc(CC(C)C)s3)c2)CC1
  Artemis inh: -1

O=C(NCCSCc1c(F)cccc1Cl)c1ccco1
  Artemis inh: 2

Cc1noc(C)c1CSc1ccccc1C(=O)Nc1nccs1
  Artemis inh: 0

O=C(Cn1[nH]c(=O)c2ccccc2c1=O)NC1CCCCCC1
  Artemis inh: 4

O=C(CSc1nncs1)Nc1ccc2c(c1)OCCO2
  Artemis inh: 2

O=C(Nc1ccccc1)NC1CCCCC1
  Artemis inh: 5

COc1cc(-c2csc(N3CCOCC3)n2)cc(OC)c1OC
  Artemis inh: -3

CCc1ccc(C(=O)Cn2ncc(Cl)c(Cl)c2=O)cc1
  Artemis inh: 3

Cc1ccc(SCC(=O)N(Cc2nc(-c3ccccc3)no2)C(C)C)cc1
  Artemis inh: 7

CCC(=O)Nc1cc(NC(=O)CSc2nnc(C(C)C)n2CC)ccc1C
  Artemis inh: 2

CC1CCc2sc3c(c2C1)c1ncnn1c(=O)n3CC(=O)c1ccc(Br)cc1 (configuration not stated)
  Artemis inh: 3

COC(=O)c1cccc(C(=O)Nc2cnc3ccccc3c2)n1
  Artemis inh: 0

COc1ccc(/C=N/c2oc(-c3ccccc3)cc2C#N)cc1
  Artemis inh: 3

O=C(COc1ncnc2c(Cl)cc(Cl)cc12)N1CCN(S(=O)(=O)c2ccccc2)CC1
  Artemis inh: 2

O=C(NS(=O)(=O)c1ccc2c(c1)OCCO2)c1ccccc1
  Artemis inh: -3

CN1C(=O)c2ccccc2Sc2ccc(NC(=O)N3CCCC3)cc21
  Artemis inh: -5

COc1ccc2c(c1OC)C(=O)N1c3ccccc3C(=O)N(c3ccc(F)cc3)C21 (configuration not stated)
  Artemis inh: -2

CCOC(=O)N1CCN(c2ccc(S(=O)(=O)N(Cc3ccccc3)Cc3ccccc3)cn2)CC1
  Artemis inh: 7

CCCC(=O)n1nc(-c2ccccc2)nc1SC
  Artemis inh: -8

Cc1cccc(C(=O)Oc2ccccc2C2C[C@]3(C)CC(=O)NC3N2C(=O)c2cccc(C)c2)c1 (some centres not stated)
  Artemis inh: 8

CCn1c(SCC(=O)Nc2cc(C)on2)nnc1-c1ccccc1
  Artemis inh: -6

CCOC(=O)c1cc2cc(F)ccc2nc1C
  Artemis inh: -14

COc1ccc(-c2c3c(=O)n(C)c(=O)n(C)c3cn2-c2ccccc2)cc1
  Artemis inh: -9

COc1ccc(/C=N\NC(=O)C2C(=O)NCC2c2ccccc2)cc1O (configuration not stated)
  Artemis inh: -4

O=C(CCCN1C(=O)c2ccccc2C1=O)OC1CSCC1NC(=O)c1ccccc1 (configuration not stated)
  Artemis inh: 1

O=C(Cc1ccccc1[N+](=O)[O-])NCCSCc1c(F)cccc1Cl
  Artemis inh: -2

N#Cc1nc(-c2ccc(OCc3ccccc3)cc2)oc1N1CCC(C(N)=O)CC1
  Artemis inh: 6

COc1ccc(-c2nnc(SCc3ccccc3F)o2)cc1
  Artemis inh: 2

Cc1[nH]nc2c1C(c1cn[nH]c1-c1ccc(F)cc1)C(C#N)=C(N)O2 (configuration not stated)
  Artemis inh: 2

CN(C)CCNc1oc(COc2ccc(Cl)cc2)nc1C#N
  Artemis inh: -5

O=C1CC(c2cccc(Br)c2)C2=C(CCCC2=O)N1 (configuration not stated)
  Artemis inh: -5

COc1cc(OC)cc(-n2nc(C(=O)NCCCN3CCOCC3)c3ccccc3c2=O)c1
  Artemis inh: -2

O=C(c1csc2ccccc12)N1CCN(c2ccccn2)CC1
  Artemis inh: -5

O=C(NCN1C(=O)C2C3C=CC(C3)C2C1=O)Nc1nccs1 (configuration not stated)
  Artemis inh: -7

COc1cccc(-c2nc(N3CCCCC3C)c3ccccc3n2)c1O (configuration not stated)
  Artemis inh: 17

N#CC1=C(N)N(c2ccccc2)C(=O)C1
  Artemis inh: -1

Cc1occc1-c1nnc(SCC(=O)Nc2ccc(F)cc2)n1Cc1ccccc1
  Artemis inh: 5

Cc1nn(Cc2ccccc2)c(N)c1-c1ccccc1
  Artemis inh: -13

COc1ccc(CSc2nnc(N)s2)cc1F
  Artemis inh: -2

CCC(=O)N(Cc1ccc(S(N)(=O)=O)cc1)C1CC(=O)N(c2ccc(OC)cc2)C1=O (configuration not stated)
  Artemis inh: -3

O=C(Nc1ccccc1N1CCN(C(=O)c2ccc(Cl)cc2)CC1)c1cc2ccccc2o1
  Artemis inh: 18

CCOc1ccc2[nH]c(=O)c(CN(Cc3ccco3)C(CC)c3nnnn3Cc3ccccc3)cc2c1 (configuration not stated)
  Artemis inh: 6

CC(C)(C)C(=O)COC(=O)c1ccccc1O
  Artemis inh: -1

COc1ccc(-n2nc(C(=O)N3CCN(Cc4ccc5c(c4)OCO5)CC3)c3ccccc3c2=O)cc1
  Artemis inh: -1

O=C(COc1ccc2ccccc2c1)N1CCN(C(=O)c2cccs2)CC1
  Artemis inh: 0

CC(C)c1ccccc1NC(=O)CCCC(=O)O
  Artemis inh: -3

Cc1nn(-c2c(Cl)cc(Cl)cc2Cl)c(=O)c2ccccc12
  Artemis inh: -2

Cc1ccc(C)c(N(CC(=O)NC2CCCC2)C(=O)CCCC(=O)Nc2ccccn2)c1
  Artemis inh: 2

O=C(Cc1sc(-c2ccccc2)nc1-c1ccccc1)Nc1ccccc1
  Artemis inh: 1

N#CCCn1cc(/C=N/O)c(-c2ccc(F)cc2)n1
  Artemis inh: -13

O=C(Nc1ccccc1F)C1CCN(C(=O)Cc2ccccc2)CC1
  Artemis inh: -2

Cc1ccc2[nH]c(=O)c(C(c3nnnn3C3CCCC3)N(Cc3cccnc3)Cc3ccco3)cc2c1 (configuration not stated)
  Artemis inh: -1

CC1(C)CC(NC(=O)c2coc(=O)c(Br)c2)CC(C)(C)N1
  Artemis inh: -11

C/C(=N/NC(=O)c1cc(Cl)ccc1O)C12CC3CC(CC(C3)C1)C2
  Artemis inh: 3

CCCCn1cnc2c1c(=O)[nH]c(=O)n2CCCC
  Artemis inh: 6

O=S(=O)(CCc1nc2ccccc2o1)c1ccc2ccccc2c1
  Artemis inh: -5

N#Cc1nc(N2CCCC2)nc(N2CCCC2)n1
  Artemis inh: 11

CCc1ccc(/C=N/NC(=O)c2ccc(OC3CCCC3)cc2)s1
  Artemis inh: 15

Cc1nn(Cc2ccccc2)c(Cl)c1C(=O)OC1CCOC1=O (configuration not stated)
  Artemis inh: 2

C(#Cc1ccc(C#CCN2CCCC2)cc1)CN1CCCC1
  Artemis inh: -3

CCN1C(=O)CS/C1=N\c1nccs1
  Artemis inh: -7

Cc1cccc(NC(=S)NC(=O)c2cc(-c3ccccc3)nc3ccccc23)c1
  Artemis inh: 2

CCOC(=O)CCc1c(C)c(C#N)c2nc3ccccc3n2c1-n1ccnc1
  Artemis inh: -5

Cc1ccc(S(=O)(=O)/N=C2/NC(=O)/C(=C\c3ccco3)S2)cc1
  Artemis inh: 25

O=C(Nc1ccc(F)cc1)c1ccccc1CC[N+](=O)[O-]
  Artemis inh: -3

CCOC(=O)C(=O)/C(C#N)=C/Nc1ccc(F)cc1
  Artemis inh: -10

Cc1nn(C2CCCCC2)c(N)c1-c1ccccc1
  Artemis inh: 1

CC(C)(C)C(=O)Nc1sc2c(c1C#N)CCCCC2
  Artemis inh: -4

O=C1/C(=C/c2ccccc2)NC(=S)N1C(c1ccccc1)c1ccccc1
  Artemis inh: -7

CN1CCN(C(=O)NC2CCCN2S(=O)(=O)c2ccc(Cl)cc2)CC1 (configuration not stated)
  Artemis inh: -13

O=c1c2ccccc2nc2sc3ccccc3n12
  Artemis inh: 8

COc1ccc(N2C(C(C)=O)=NN(c3ccccc3)C2c2cccs2)cc1 (configuration not stated)
  Artemis inh: -4

COc1cccc(-n2nc(-c3ccnn3-c3ccc(F)cc3)c(=O)n(C)c2=O)c1
  Artemis inh: -5

Cc1ccc(CNC(=O)CN2CCN(Cc3ccc(Cl)cc3)C2=O)cc1
  Artemis inh: 3

CC(=O)n1cc(C2C(=O)CCCC2=O)c2ccccc21
  Artemis inh: 2

O=C(NCCc1ccccc1)/C(=C\c1ccc([N+](=O)[O-])cc1)NC(=O)c1ccccc1
  Artemis inh: -7

O=C1NCC(c2ccccc2)C1C(=O)N/N=C\c1ccc(-c2ccc(Cl)c(Cl)c2)o1 (configuration not stated)
  Artemis inh: 12

Cc1nn(C)cc1CNC(=O)c1cnn2c(C(F)F)cc(C3CC3)nc12
  Artemis inh: 4

COc1ccc(CCNC(=O)CN(C)S(=O)(=O)c2cccs2)cc1OC
  Artemis inh: -6

CCCCc1nc2n[nH]c(N)c2c2c1CCC2
  Artemis inh: -3

Cc1ccc(-c2noc(CN(C(=O)CCCN3C(=O)c4ccccc4C3=O)C(C)C)n2)cc1
  Artemis inh: 9

CN(c1ccc(F)cc1)S(=O)(=O)c1ccc2[nH]cc(C(=O)O)c(=O)c2c1
  Artemis inh: 9

Cc1[nH]c(=O)[nH]c(=O)c1CSc1nnc([C@H](CC(C)C)NC(=O)OC(C)(C)C)o1
  Artemis inh: -2

CCC(=O)N1CCc2cc(S(=O)(=O)N3CCc4ccccc4C3)ccc21
  Artemis inh: 2

CN(C)C(=O)Cn1c(SCC(=O)NCc2ccc3c(c2)OCO3)nc2ccccc21
  Artemis inh: 0

O=C(Nc1nsc(-c2ccccc2)n1)c1cccs1
  Artemis inh: 1

COc1ccccc1N1CCN(C(c2ccc(F)cc2)c2nnnn2C(C)C)CC1 (configuration not stated)
  Artemis inh: 0

CCOc1ccc(S(=O)(=O)N2CCN(C(=O)c3sccc3C)CC2)cc1
  Artemis inh: -2

COc1ccc(-c2cc3ccccc3n2CC(O)CN2CCOCC2)cc1 (configuration not stated)
  Artemis inh: -15

COc1ccc(C(=O)NN(C)c2nc(-c3ccccc3)cc(C)c2S(C)(=O)=O)cc1
  Artemis inh: 3

CCOC(=O)Nc1nnc(-c2cccc(OC)c2)s1
  Artemis inh: -2

Cc1ccc(S(=O)(=O)CCc2nc3ccccc3s2)cc1
  Artemis inh: 8

COc1ccc(CN2C(=O)CN=C2Nc2ccc(C)cc2C)cc1
  Artemis inh: -13

COc1cc(C(=O)Nc2ccc(NC(=O)c3ccco3)nc2)cc(OC)c1OC
  Artemis inh: 2

O=C(NCCN1CCCC1=O)Nc1ccccc1
  Artemis inh: 1

Cc1ccc(OCc2nn3c(-c4ccco4)nnc3s2)cc1
  Artemis inh: 1

CN1CC=C2C(C#N)=C(N)C(C#N)(C#N)C(c3cccc(Cl)c3Cl)C2C1 (configuration not stated)
  Artemis inh: -21

Cc1ccc(N2CC(C(=O)Nc3ccccn3)CC2=O)cc1 (configuration not stated)
  Artemis inh: -9

CCCCCCSc1nc(O)c(C2OC(=O)c3c2ccc(OC)c3OC)c(=O)n1-c1ccccc1 (configuration not stated)
  Artemis inh: 14

CC(C(=O)NCc1ccccc1)N1C(=O)C2CC=C(Cl)CC2C1=O (configuration not stated)
  Artemis inh: 3

Some of the entries above in a different format.
structure	Artemis inh
CC(C(=O)NCc1ccccc1)N1C(=O)C2CC=C(Cl)CC2C1=O (configuration not stated)	3
CCOC(=O)Nc1nnc(-c2cccc(OC)c2)s1	-2
Cc1ccc(S(=O)(=O)CCc2nc3ccccc3s2)cc1	8
Cc1ccc(OCc2nn3c(-c4ccco4)nnc3s2)cc1	1
Cc1ccc(N2CC(C(=O)Nc3ccccn3)CC2=O)cc1 (configuration not stated)	-9
CCCCCCSc1nc(O)c(C2OC(=O)c3c2ccc(OC)c3OC)c(=O)n1-c1ccccc1 (configuration not stated)	14

A portion of the library; rates above refer to the full screens.
